BoNT A protease: blocks Botulinum neurotoxin A light chain protease; actives 0.17% (n = 360,000); multiplex microsphere protease substrate cleavage, flow cytometry; inhibition, % at 10 µM; further: plate controls were buffer without enzyme for full effect and enzyme alone for no effect
BoNT F protease: BoNT F light chain protease inhibition | Multiplex microsphere protease cleavage assay, flow cytometry | inhibition, % at 10 µM | actives 0.22% (n = 360,000) | AID 588497; in the data active means inhibition above about 35%, passing the limit was not always enough; inconclusive means no clear call, values can overlap the other calls; further: plate controls were buffer without enzyme for full effect and enzyme alone for no effect
TcdB GH inh: blocks C. difficile toxin B glycohydrolase activity; P18177; inhibition, % at 9.99 µM; actives 0.24% (n = 350,000); TcdB glycohydrolase enzymatic assay, plate reader; in the data active means inhibition above about 10%
Anthrax LF prot: inhibitors of Bacillus anthracis lethal factor protease. P15917. multiplex microsphere protease cleavage assay, LF. inhibition, % at 10 µM. actives 0.12% (n = 360,000); further: plate controls were buffer without enzyme for full effect and enzyme alone for no effect
Target sequence (P15917 whole entry, looked up): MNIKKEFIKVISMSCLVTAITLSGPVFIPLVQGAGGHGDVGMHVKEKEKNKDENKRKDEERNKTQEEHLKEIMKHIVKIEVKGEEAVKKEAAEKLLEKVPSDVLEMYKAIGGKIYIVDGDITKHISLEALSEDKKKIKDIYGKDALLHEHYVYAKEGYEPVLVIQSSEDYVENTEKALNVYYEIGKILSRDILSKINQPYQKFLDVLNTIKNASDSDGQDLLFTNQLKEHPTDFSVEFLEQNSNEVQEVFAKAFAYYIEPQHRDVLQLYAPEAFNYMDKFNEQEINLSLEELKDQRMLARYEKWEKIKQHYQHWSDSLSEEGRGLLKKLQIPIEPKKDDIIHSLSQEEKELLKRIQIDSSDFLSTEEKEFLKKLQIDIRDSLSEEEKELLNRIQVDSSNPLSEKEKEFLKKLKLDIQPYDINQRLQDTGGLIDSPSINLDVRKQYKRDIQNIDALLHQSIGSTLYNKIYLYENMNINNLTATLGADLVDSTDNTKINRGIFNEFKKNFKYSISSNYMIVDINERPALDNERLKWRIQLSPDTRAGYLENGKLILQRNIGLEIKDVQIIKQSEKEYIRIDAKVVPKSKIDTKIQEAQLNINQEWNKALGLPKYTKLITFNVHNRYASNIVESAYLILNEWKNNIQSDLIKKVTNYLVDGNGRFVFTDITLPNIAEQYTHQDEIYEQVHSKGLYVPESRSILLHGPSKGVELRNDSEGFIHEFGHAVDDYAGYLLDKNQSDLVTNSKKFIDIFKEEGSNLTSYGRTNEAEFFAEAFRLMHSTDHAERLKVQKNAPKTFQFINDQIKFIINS
PrPC surface inh: cell surface PrPC inhibition, primary TR-FRET screen. P04156. TR-FRET read-out. inhibition, % at 13.8 µM. actives 0.43% (n = 370,000). AID 720596; in the data active means inhibition above about 24%; further: 0% = median of the test wells and 100% = reference compound wells
FadD28 FP inh: inhibitors of Mycobacterium tuberculosis FadD28 bisubstrate binding; AID 588549; inhibition, % at 12.5 µM; actives 0.22% (n = 360,000); FadD28 bisubstrate probe binding, fluorescence polarization; in the data active means inhibition above about 8.5%, passing the limit was not always enough; inconclusive means no clear call, values can overlap the other calls
PfHsp40 rescue: rescue of PfHsp40-mediated yeast toxicity; growth rescue, % at 12.5 µM; actives 0.68% (n = 340,000); S. cerevisiae expressing PfHsp40, growth rescue, ATP luminescence; in the data active means growth rescue above about 28%, passing the limit was not always enough; inconclusive means no clear call, values can overlap the other calls;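 further: yeast W303a lacking pdr1 and pdr3 grown in galactose medium; growth measured after three days at 30 °C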
Yp Topo-I inh: inhibitors of Yersinia pestis topoisomerase I; Y. pestis Topo-I cleavage product accumulation, plate reader; activity, % at 10 µM; AID 504884; actives 0.064% (n = 360,000); in the data active means activity above about 50%, passing the limit was not always enough; inconclusive means no clear call, values can overlap the other calls; further: inactives centre near 2
CCHF vOTU inh: CCHFV vOTU protease inhibition; Pep-AMC fluorescence; inhibition, % at 11.5 µM; actives 0.55% (n = 370,000); AID 651958; in the data active means inhibition above about 30%; further: 0% = vehicle wells with enzyme and 100% = no enzyme wells
Starred values were filed as active, the others as inactive; ? = inconclusive; nt = not tested or not shown. Unless noted, no stated cut-off is given here; in the data, active means inhibition above about 30%; inconclusive means no clear call, values can overlap the other calls; inactive means below that. The order is random; any-hit rate near 2.3%.

SMILES	BoNT A protease	BoNT F protease	TcdB GH inh	Anthrax LF prot	PrPC surface inh	FadD28 FP inh	PfHsp40 rescue	Yp Topo-I inh	CCHF vOTU inh
CN(C)S(=O)(=O)c1ccc(N2CCCC2)c(C(=O)NCc2cccc(C(F)(F)F)c2)c1	0.1	-8	nt	-4	17	-3.6	-0.4	-10	-9
CC12CC3CC(C)(C1)CC(C(=O)NCc1cccnc1)(C3)C2	nt	nt	0.3	nt	-2	-1.0	-2.1	-2	-5
CCOC(=O)c1cc(C)sc1NC(=O)CSc1nnnn1C	1.7	5	-7.7	2	2	-1.4	-1.1	13	8
COc1ccc(NS(=O)(=O)c2cc(N=Nc3c(O)[nH]c(=O)[nH]c3=O)ccc2OC)cc1Br	0.1	-11	-0.2	-3	-11	-3.9	nt	-10	15
COc1ccc(CCN2CC(C(=O)N(C)Cc3ccc4nsnc4c3)CCC2=O)cc1 (configuration not stated)	3.1	2	0.9	-4	-10	-2.4	0.2	15	10
CC1(C)Cc2ccccc2C(/C(=N/O)C(N)=O)=N1	-0.5	-7	nt	-5	-1	0.5	-0.8	-8	7
OC(CNCc1ccc(Cl)c(Cl)c1)c1ccccc1 (configuration not stated)	-0.1	-9	-0.7	1	7	-1.6	0.9	2	-8
CN(C(=O)COC(=O)c1ccc2c(c1)NC(=O)CS2)C1CCS(=O)(=O)C1 (configuration not stated)	-1.1	-6	nt	-3	1	1.4	-1.1	9	5
COc1ccc(C(=O)Nc2ccc(OC)c([N+](=O)[O-])c2)cc1Br	0.8	2	0.1	0	4	-2.2	14	2	9
CCOC(=O)CC(NS(=O)(=O)c1ccc2[nH]cc(C(=O)O)c(=O)c2c1)c1ccc(OCC)c(OC)c1 (configuration not stated)	1.9	6	0.7	-1	7	-4.8	-0.8	-11	8
CCCC(=O)Nc1ccc(OCC(O)CNC(C)C)c(C(C)=O)c1 (configuration not stated)	-0.4	-4	1.2	3	7	-0.7	0.0	1	-7
Cc1cccc(NC(=O)C2C3C=CC(O3)C2C(=O)O)c1C (configuration not stated)	0.0	-1	0.1	-5	3	-0.9	0.5	-6	2
COc1ccc(N2CCN(C(=O)C(=O)c3cn(CC(=O)N4CCCCCC4)c4ccccc34)CC2)cc1	7.0	-14	0.4	1	4	-4.3	1.0	0	5
CC(C)C(=O)Nc1cccc(-c2nc3ncccc3o2)c1	1.2	?	-5.3	-17	3	-1.3	2.8	1	0
COc1ccc(CCNC(=O)CSc2nc3cc(Cl)ccc3o2)cc1OC	-0.3	-3	nt	-2	-1	-5.0	-0.4	12	9
COC(=O)c1ccc(NS(=O)(=O)c2ccc3[nH]c(=O)oc3c2)cc1	-2.1	0	1.7	-1	-5	-2.3	-0.9	-11	-1
O=C(NCC1CCCO1)C(=O)N/N=C/c1ccc(O)c(Cl)c1 (configuration not stated)	-0.7	0	0.4	-2	2	-1.5	1.7	-2	22
CN1CCCCCC1=Nc1ccc([N+](=O)[O-])cc1	-0.5	39*	-0.4	1	-4	-2.2	-1.8	0	-7
CCOc1ccccc1N(CC(=O)NCCc1ccccc1)C(=O)CCC(=O)Nc1ccccn1	0.6	3	-1.1	-1	2	-4.0	-0.3	27	-3
CCCc1cc(=O)oc2cc(C)cc(OC(C)C(=O)NCc3ccccn3)c12 (configuration not stated)	0.2	0	1.5	-2	5	-1.2	-1.6	4	-31

A few values from above:
Entry of CCCc1cc(=O)oc2cc(C)cc(OC(C)C(=O)NCc3ccccn3)c12 (configuration not stated) in TcdB GH inh: 1.5
Entry of CCOC(=O)CC(NS(=O)(=O)c1ccc2[nH]cc(C(=O)O)c(=O)c2c1)c1ccc(OCC)c(OC)c1 (configuration not stated) in TcdB GH inh: 0.7
Entry of COc1ccc(NS(=O)(=O)c2cc(N=Nc3c(O)[nH]c(=O)[nH]c3=O)ccc2OC)cc1Br in FadD28 FP inh: -3.9
Entry of CCOC(=O)c1cc(C)sc1NC(=O)CSc1nnnn1C in Yp Topo-I inh: 13
Entry of COc1ccc(CCNC(=O)CSc2nc3cc(Cl)ccc3o2)cc1OC in FadD28 FP inh: -5.0
Entry of CC(C)C(=O)Nc1cccc(-c2nc3ncccc3o2)c1 in PrPC surface inh: 3
Entry of CN(C)S(=O)(=O)c1ccc(N2CCCC2)c(C(=O)NCc2cccc(C(F)(F)F)c2)c1 in CCHF vOTU inh: -9

Back to the main list, repeating the three entries before the break.
SMILES	BoNT A protease	BoNT F protease	TcdB GH inh	Anthrax LF prot	PrPC surface inh	FadD28 FP inh	PfHsp40 rescue	Yp Topo-I inh	CCHF vOTU inh
CN1CCCCCC1=Nc1ccc([N+](=O)[O-])cc1	-0.5	39*	-0.4	1	-4	-2.2	-1.8	0	-7
CCOc1ccccc1N(CC(=O)NCCc1ccccc1)C(=O)CCC(=O)Nc1ccccn1	0.6	3	-1.1	-1	2	-4.0	-0.3	27	-3
CCCc1cc(=O)oc2cc(C)cc(OC(C)C(=O)NCc3ccccn3)c12 (configuration not stated)	0.2	0	1.5	-2	5	-1.2	-1.6	4	-31
CCc1c(C)sc(NC(=O)c2cc(C3CC3)on2)c1C#N	-0.2	0	0.3	0	-6	-1.0	-0.6	-3	10
COCCCn1cn[nH]c1=S	0.2	0	0.1	6	-2	-2.6	-0.7	0	-7
C=CCc1c(C)nc(-c2ccccc2)nc1N/N=C/c1ccncc1	-0.3	0	-2.2	1	-9	-2.4	0.3	-4	0
O=C(CSc1nncs1)NNC(=O)c1ccccc1Br	0.2	-1	1.0	2	1	-1.0	-0.6	5	2
Nc1ccc(OCC(O)C[n+]2ccc(CCS(=O)(=O)[O-])cc2)cc1 (configuration not stated)	-0.1	-8	3.5	1	-1	-2.5	0.4	-12	-2
COc1cc(OC)cc(C(=O)NCCS(=O)(=O)N2CCN(Cc3ccccc3)CC2)c1	0.7	14	1.5	-4	7	-2.2	0.2	-9	-2
COc1ccc(NC(C)=O)cc1NC(=O)c1c(C)noc1C	-0.5	-2	-10	-1	1	-2.7	nt	2	-4
COc1ccc(-n2nc(C(=O)NCC(=O)NCC3COc4ccccc4O3)c3ccccc3c2=O)cc1OC (configuration not stated)	-0.4	0	-2.0	-8	-6	-3.8	0.6	2	5
CCOc1ccccc1N1CCN(C(=O)C2=CC=CN3CCS(=O)(=O)N=C23)CC1	1.2	-2	-0.9	-5	-4	-2.8	-1.1	-2	1
CCCCc1ccc(N/C(N)=N/c2nc(C)cc(C)n2)cc1	nt	nt	-0.2	nt	22	-0.5	nt	15	9
Cc1c(NC(=O)C(C)Sc2ccccc2)c(=O)n(-c2ccccc2)n1C (configuration not stated)	0.2	7	nt	1	2	-4.9	-0.9	-1	2
O=C(Nc1ccc(Nc2ccncc2)cc1)c1ccc([N+](=O)[O-])cc1	0.7	-8	1.4	36*	-37	-2.6	0.7	-14	7
COc1ccc(OC)c(C2/C(=C(\O)c3ccc(OC)c(Cl)c3)C(=O)C(=O)N2CCN(C)C)c1 (configuration not stated)	0.4	13	nt	1	-4	-1.7	1.6	-8	6
CC1(CSc2ccccc2)CC(=O)N1 (configuration not stated)	-0.4	0	-0.8	-10	1	-1.0	nt	5	-2
CC1(CCO)C(=O)NC(=S)NC1=O	-0.5	-4	0.3	-9	7	-5.3	-0.9	-1	15
O=C(/C=C/c1ccc(OCCCF)cc1)N1CCN(Cc2ccccc2)CC1	-1.1	-16	1.4	-4	3	nt	0.1	38	1
O=C(CSCc1cccc(Cl)c1)N/N=C/c1ccc(OCC(=O)N2CCCCC2)cc1	0.3	-6	nt	2	3	-0.4	1.1	16	4
O=C1[C@@H]2C(c3cccnc3)=NO[C@@H]2C(=O)N1c1ccc(Cl)cc1Cl	-0.1	-3	-0.5	0	7	-2.5	-1.0	0	-2
COc1ccccc1NC(=S)NNC(=O)c1nn(C)c(C)c1Cl	1.1	-1	nt	1	-3	-0.6	1.0	9	5
Cc1cc(-c2ccc(Cl)s2)n[nH]1	-0.6	-7	nt	-1	1	1.9	0.6	-2	8

Entries of single compounds, quoted from the list:
Entry for CCCCc1ccc(N/C(N)=N/c2nc(C)cc(C)n2)cc1 : BoNT A protease = nt; BoNT F protease = nt; TcdB GH inh = -0.2; Anthrax LF prot = nt; PrPC surface inh = 22; FadD28 FP inh = -0.5; PfHsp40 rescue = nt; Yp Topo-I inh = 15; CCHF vOTU inh = 9
Entry for COC(=O)c1ccc(NS(=O)(=O)c2ccc3[nH]c(=O)oc3c2)cc1 : BoNT A protease = -2.1; BoNT F protease = 0; TcdB GH inh = 1.7; Anthrax LF prot = -1; PrPC surface inh = -5; FadD28 FP inh = -2.3; PfHsp40 rescue = -0.9; Yp Topo-I inh = -11; CCHF vOTU inh = -1

Additional compounds.
SMILES	BoNT A protease	BoNT F protease	TcdB GH inh	Anthrax LF prot	PrPC surface inh	FadD28 FP inh	PfHsp40 rescue	Yp Topo-I inh	CCHF vOTU inh
CCCCC(=O)N1C(C)CCC1C (configuration not stated)	0.2	5	1.3	-3	8	-0.7	nt	0	-10
O=C(COC(=O)CCc1ccccc1)Nc1cc([N+](=O)[O-])ccc1F	-0.9	-7	nt	-1	nt	-0.4	-0.9	-10	nt
CC1CC2(C)CC(C)C1(COC(=O)Nc1ccccc1)CO2 (configuration not stated)	-0.5	-4	1.7	3	-7	-2.2	0.3	3	-10
CCCCN1C2CCCC1CC(NC(=O)c1ccccc1Cl)C2 (configuration not stated)	1.9	?	-0.7	10	-4	-0.8	1.3	7	0
N/N=C(\Cc1cscn1)c1ccc(O)cc1O	-0.9	-4	1.0	-2	-3	-0.3	-2.1	3	18
O=C(/C=C/c1ccco1)Nc1ccccc1N1CCCC1	0.5	-6	0.1	-2	-11	0.2	1.7	-2	-6
O=[N+]([O-])c1ccc(Oc2ccc(/C=N/O)cc2)nc1	0.0	1	1.9	-1	-31	0.4	-1.4	12	4
Cc1ccc(CNC(=O)c2ccc3c(=O)[nH]c4c(C(=O)NCC5CCCO5)sc(=S)n4c3c2)cc1 (configuration not stated)	-0.6	-6	1.6	-3	-3	60*	-0.7	5	3
O=C(Nc1ccccc1C(=O)N1CCOCC1)C1CCC(=O)N1C1CCCC1 (configuration not stated)	1.1	5	nt	-2	-2	-0.1	-1.3	4	-5
Clc1ccc(N=NN2CCOCC2)cc1	0.5	0	0.3	-6	-3	-1.8	-1.6	-8	-2
Clc1ccc(CCNc2ncnc3c2nnn3Cc2ccccc2)cc1	-1.1	?	0.8	1	-1	-6.8	8.0	6	7
O=S(Cc1ccc(Br)cc1)Cc1nnc(SCc2ccc(Cl)cc2)n1-c1ccccc1 (configuration not stated)	-0.8	-3	nt	-2	7	-4.3	-0.1	5	9
O=C(c1cnccn1)N1CCN(C/C=C/c2ccccc2)CC1	-0.5	-3	nt	-3	-1	-3.4	-1.0	4	-3
Cc1cccc(C)c1NC(=O)c1ccc2c(c1)CCN2S(C)(=O)=O	-0.6	4	-0.9	12	6	-0.7	-0.3	-11	-11
CCOC(=O)c1c(NC(=O)C(=O)N/N=C/c2ccc(OCC)cc2)sc2c1CCCCC2	-0.6	-5	0.1	-6	-4	-4.1	-0.1	0	-10
CCOC(=O)CNC(=O)CSc1nc2sc(C)c(C)c2c(=O)n1C	-1.9	-5	nt	-2	-6	-1.3	1.5	4	-3
N#Cc1ccc(N2CCCC2C(=O)O)c([N+](=O)[O-])c1 (configuration not stated)	-0.3	7	nt	2	0	-0.2	-0.8	1	0
COc1ccc(N2CC(C(=O)Nc3ccc([N+](=O)[O-])cc3Br)CC2=O)cc1 (configuration not stated)	-1.8	-13	1.3	1	-18	0.2	-0.7	15	6
Cc1ccccc1NC(=O)CCS(=O)(=O)c1ccc(Br)cc1	-0.9	-12	-0.4	0	-3	0.5	-2.3	-2	-12
COc1cc(OC)cc(C(=O)NCCNC(=O)c2ccccc2)c1	1.3	13	nt	0	3	-3.1	0.9	-2	-6
O=C1NC(=S)S/C1=C\c1cc(Cl)ccc1Cl	0.2	-4	-11	-2	5	-4.5	-2.1	-4	23
CC1(C)OC(=O)C(=CNc2ccccc2F)C(=O)O1	0.1	-2	nt	-5	-4	-3.2	-0.7	-4	-2

Bioassay records deposited in PubChem by several laboratories.
